Screens deposited in PubChem by Fisher Drug Discovery Resource Center.
mcGAS inh: cyclic GMP-AMP synthase inhibitors, mouse, primary biochemical chemiluminescence | 160,000 tested, 0.15% active | AID 1259399, 2018 | inhibition, % at 12.5 µM | Q8C6L5 | recombinant cGAS, Kinase-Glo ATP depletion luminescence;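 further: 0% = negative control wells and 100% = reference inhibitor with no enzyme activity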
hcGAS inh: Primary biochemical luminescence assay for human cyclic GMP-AMP synthase inhibitors; 290,000 tested, 0.081% active; recombinant h-cGAS, ATP depletion, Kinase-Glo luminescence; Q8N884; inhibition, % at 12.5 µM; AID 1259398, 2018;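 further: 0% = vehicle reaction and 100% = reaction without DNA for no activity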
Target sequence (Q8N884 whole entry, looked up): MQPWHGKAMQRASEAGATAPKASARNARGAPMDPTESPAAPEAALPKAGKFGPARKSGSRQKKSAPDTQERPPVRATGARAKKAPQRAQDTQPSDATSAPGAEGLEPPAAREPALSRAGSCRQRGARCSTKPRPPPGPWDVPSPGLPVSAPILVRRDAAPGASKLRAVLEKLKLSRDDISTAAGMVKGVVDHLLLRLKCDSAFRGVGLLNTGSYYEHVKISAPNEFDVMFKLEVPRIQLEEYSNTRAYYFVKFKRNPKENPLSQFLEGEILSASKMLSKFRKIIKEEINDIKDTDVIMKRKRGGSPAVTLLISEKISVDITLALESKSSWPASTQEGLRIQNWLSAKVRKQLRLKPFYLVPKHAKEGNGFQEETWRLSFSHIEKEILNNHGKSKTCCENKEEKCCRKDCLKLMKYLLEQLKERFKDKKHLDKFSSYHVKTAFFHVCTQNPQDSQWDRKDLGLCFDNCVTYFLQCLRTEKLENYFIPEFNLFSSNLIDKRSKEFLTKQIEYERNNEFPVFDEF
NPYLR7 agonist: agonists of mosquito NPYLR7 receptor, primary screen, cell-based, Aedes aegypti, calcium fluorescence, mosquito biting behavior. Aedes aegypti neuropeptide Y-like receptor 7 (NPYLR7). HEK293T NPYLR7/Galpha15, GCaMP6s calcium fluorescence. activation, % at 10 µM. 270,000 tested, 0.15% active. AID 1259423, 2018; in the data active means activation above about 40%;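 further: 0% = vehicle and 100% = reference agonist at the receptor; some compounds past the cut are filed as inactive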
Active calls of the source: *; · = not tested or not shown. Unless noted, no stated cut-off is given here; in the data, active means inhibition above about 40%; inactive means the rest.

Compound	NPYLR7 agonist	hcGAS inh	mcGAS inh
Cn1c(=O)[nH]c(=O)c2c1nc(N1CCN(CCCc3ccccc3)CC1)n2CCc1ccccc1	3	0	·
CC1C(=O)N(C)CCN1C(=O)c1cn[nH]c1-c1cccc(F)c1 (stereo not given)	1	-10	·
CNC(=O)[C@@H]1C[C@H](N)CN1C(=O)C1(Nc2ccc(OC)cc2)CCCCC1	8	-6	-11
COCCC(=O)NCCCOc1cccc([N+](=O)[O-])c1	9	-5	-6
Cn1cc(C(=O)Nc2ccc(C(F)(F)F)cc2)c2[nH]c(=O)n(-c3ccccc3)c(=O)c21	2	3	·
COc1cccc2cc(-c3cc(=O)oc4cc(C)c(OCC(=O)OC(C)C)cc34)oc12	-3	-1	-1
C=CCC(NC(=O)CCCc1nc(C(C)(C)C)no1)c1ccncc1 (stereo not given)	17	-7	-18
CC(=O)Nc1ccc(CN(C)c2c(C)nc3ccc(C(=O)NCc4cccs4)cn23)cc1	-9	-2	0
CCN(Cc1ccc(-c2ccn[nH]2)o1)C1CCS(=O)(=O)C1 (stereo not given)	0	-7	·
Cn1ccnc1-c1nccn1Cc1ccncc1	13	-2	-14
O=C(CN(C1CC1)S(=O)(=O)/C=C/c1ccccc1)N(CCc1c[nH]c2ccccc12)Cc1ccc(C(F)(F)F)cc1	·	5	0
CCC(=O)Nc1ccc(C)c(NS(=O)(=O)c2cc(C)sc2C)c1	4	-8	·
COc1ccc(C)c2sc(N(CCCN(C)C)C(=O)c3cc(C)no3)nc12	0	-5	·
Cc1ccc(NC(=O)CN(C)C(=O)C2CCCN2S(=O)(=O)c2ccc(F)cc2)cc1 (stereo not given)	16	-8	-15
CN(Cc1cn[nH]c1-c1ccc(F)cc1)C(=O)c1cnn2c1CCCC2	5	-2	-11

3 entries from above, ordered by molar mass, rising.
Compound	NPYLR7 agonist	hcGAS inh	mcGAS inh
CC1C(=O)N(C)CCN1C(=O)c1cn[nH]c1-c1cccc(F)c1 (stereo not given)	1	-10	·
CCC(=O)Nc1ccc(C)c(NS(=O)(=O)c2cc(C)sc2C)c1	4	-8	·
COc1ccc(C)c2sc(N(CCCN(C)C)C(=O)c3cc(C)no3)nc12	0	-5	·

Complete entries as entered above. Order of values: NPYLR7 agonist	hcGAS inh	mcGAS inh
Shown for CNC(=O)[C@@H]1C[C@H](N)CN1C(=O)C1(Nc2ccc(OC)cc2)CCCCC1 = 8	-6	-11
Shown for COCCC(=O)NCCCOc1cccc([N+](=O)[O-])c1 = 9	-5	-6

(list continues)
Compound	NPYLR7 agonist	hcGAS inh	mcGAS inh
C=CCN(CC(=O)N(CCc1ccccc1)Cc1ccc(C)o1)C(=O)c1ccco1	·	-4	-10
Cc1ccc(N2CC(CNS(C)(=O)=O)OC2=O)cc1 (stereo not given)	3	-4	·
Cc1ccc(NC(=O)C2CCN(Cc3ccc(F)c4cccnc34)CC2)nc1	-4	6	·
Cc1noc(C(C)C)c1C(=O)N1CCN(S(=O)(=O)N(C)C)CC1	-1	0	·
O=C(COC(=O)c1cc(Br)c(Br)s1)c1ccc(Cl)s1	1	-7	-5
Cc1ccsc1C(=O)N1CCN(c2c3c(nc4ncnn24)CCCC3)CC1	4	-2	-4
Cc1cc(N)n(CC(=O)N[C@H]2CCOC[C@H]2C2CCOCC2)n1	·	-14	-6
CCOC(=O)c1[nH]c(COC(=O)c2ccc(C)s2)c(C(=O)OCC)c1C	-1	-7	·
COc1cc(C(=O)N2CCN(c3ccc(NC(=O)c4ccco4)cn3)CC2)cc(Cl)n1	-1	-1	-5
COc1cccc(COc2coc(CN3CCCN(C(=O)C45CC6CC(CC(C6)C4)C5)CC3)cc2=O)c1	2	-1	1
COc1cccc(-c2nnc3ccc(OCCNC(=O)COc4ccccc4)nn23)c1	-11	-7	-9
COCCCN(CC(=O)Nc1cc(C(C)(C)C)nn1-c1ccccc1Cl)C(=O)c1ccc([N+](=O)[O-])cc1	15	-9	-6
O=C(c1cnn2c(C(F)(F)F)cc(-c3ccc4c(c3)OCO4)nc12)N1CCCc2ccccc21	-4	-6	-6
CCOC(=O)c1sc(=NC(=O)c2ccc3ncsc3c2)n(C)c1C	2	-7	·
O=C(c1cc(Br)ccc1F)N1CCN(S(=O)(=O)Cc2ccccc2)CC1	11	-14	·
COc1cc(C=C2COc3ccccc3C2=O)ccc1OCc1ccccc1	-4	-5	12
Cc1nc2ccccc2s1	9	-3	-4
CCn1cc(C(=O)Nc2ccc(NC(=O)c3ccc(C)o3)cc2)c(C)n1	24	-4	-18
Cc1nccn1CC1CCCN(Cc2ccc3cccc(F)c3n2)C1 (stereo not given)	-2	-5	·
Nc1ncnc(NN=Cc2ccccn2)c1[N+](=O)[O-]	1	-10	-7
Cn1c(=O)c2c(nc(CN3CCCCC3)n2CC(=O)C(C)(C)C)n(C)c1=O	18	-13	·
Cc1cccc(S(=O)(=O)N2CCC(CCc3ccc(-c4ccccc4)cc3)CC2)c1	0	-6	-6
Cc1c(C(=O)NCCC(C)C)c(C(F)(F)F)nn1C1CCCN(C)C1 (stereo not given)	12	-10	·
Cc1noc(C)c1NC(=O)c1cccc(CN2CC[C@@H]3CCCC[C@H]3C2)c1	1	-6	·
CN(Cc1ccco1)c1cc(Oc2ccc(F)cc2)ncn1	15	-7	-11
Cc1cccn2c(CNCc3ccccc3-n3cncn3)c(C(=O)N3CCOCC3)nc12	2	2	·
Cc1cccc(CN2CCCC3(CCN(C(=O)CCc4ccccc4C)C3)C2)c1 (stereo not given)	-1	-8	-10
CC(C)C1CN(C(=O)c2cc3ccccc3n2C)CCCN1CC1CC1 (stereo not given)	9	-6	-14
Cc1sc(-c2ccco2)nc1C(=O)Nc1cccc(S(C)=O)c1 (stereo not given)	10	-8	·
CCc1nc2c(OCc3ccc(Cl)cc3)cccn2c1N(C)C(=O)c1ccc2c(c1)OCO2	-17	1	1
CCOC(=O)c1sc(N=CN(C)C)c(C(=O)OCC)c1C	5	-6	·
CCN(CC)Cc1cnc2c(C(=O)NCc3nnc4n3CCC4)cnn2c1	1	-8	·
CCc1nc2ccc(C(=O)NCc3cccs3)cn2c1N(C)Cc1cccs1	-2	-4	-2
CS(=O)(=O)N1CCc2cc(-c3csc(Cc4nc5ccccc5s4)n3)ccc21	2	-10	-7
O=C(CCc1n[nH]c2c1CCCC2)NCc1ccc2c(c1)OCO2	8	-6	·
Cn1ccc2c(cnc3nc(-c4ccccc4)nn32)c1=O	-2	-1	·
COCc1c(Br)c(C)nc(OCC(=O)N/N=C\c2cc(Br)c(O)c(Br)c2)c1C#N	10	0	11
CC(C)(C)S(=O)(=O)c1ccc(N2CCN(c3ccccc3F)CC2)nn1	·	-10	-9
COc1ccc(-n2c(C)nnc2SCc2ccc(C(=O)NCc3ccco3)cc2)cc1	1	-1	-5
C(=Nn1c(-c2ccccc2)csc1=NCC1CCCO1)c1c[nH]c2ccccc12 (stereo not given)	6	-7	-5
NC1(c2noc(-c3cccnc3)n2)CCCCCC1	-2	3	-1
COCCC(=O)Nc1ccc2c(c1)CN(C/C(C)=C/c1ccccc1)CC2	10	-5	·
COc1ccc(NC(=O)N2CCSC23C(=O)N(Cc2ccccc2Cl)c2ccc(Cl)cc23)cc1 (stereo not given)	-5	-1	0
CN1[C@H]2CC[C@@H]1CN(C(=O)c1ccc(N3CC(=O)NC3=O)cc1)CC2	-3	-8	-10
O=C(CSc1nccn1Cc1ccccc1)NC(=O)NC1CCCC1	-8	-5	·
O=C(Nc1ccc2c(c1)OCO2)c1sc2ccccc2c1Cl	-6	-1	1
CCC(Oc1ccccc1)C(=O)N1Cc2cnn(Cc3ccc(F)cc3)c2C1 (stereo not given)	2	-5	-17
COc1ccc(-n2nnc3c(=O)[nH]cnc32)cc1OC	-4	-4	·
COc1ccc(Cc2nc3c(c(N4CCOCC4)n2)CN(C(=O)Nc2cccc4ccccc24)CC3)cc1	-4	16	3
O=C(CN1CN(c2ccccc2)C2(CCN(C(=O)c3cccs3)CC2)C1=O)NC1CCCCC1	-5	2	-1
COc1ccc(OC)c(CN(C2CC2)S(=O)(=O)c2ccccc2F)c1	-2	-8	·
CCONC(=O)C1CCCN1c1nc(Cc2ccccc2)ns1 (stereo not given)	2	-2	-5
O=C(CCN1C(=O)c2ccccc2C1=O)NCc1ccccn1	-11	2	6
Cc1nc2ccccc2n1Cc1ccc(F)cc1	1	-2	-2
COc1ccc(-n2nc(C)c(-c3ccccc3)c2NC(=O)CN(C(=O)Nc2ccc(F)c(F)c2)C(C)C)cc1	-1	-11	-5
CCN(CCn1cccn1)C(=O)CCc1nnc(Cc2c[nH]c3ccccc23)o1	-2	4	·
COc1ccc(OC)c(NC(=O)NCCCn2cccn2)c1	-3	-1	0
CN(C(=O)c1nn(-c2ccc(Cl)cc2)c(=O)n(Cc2cccc(Cl)c2)c1=O)C1CCCCC1	13	-8	-6
CCOC(=O)c1[nH]c(C)c(C(=O)CN(C(=O)c2cc(C(F)(F)F)cc(C(F)(F)F)c2)C2CC2)c1C	0	2	1
Cc1cc(C)cc(C(=O)Nc2sc3c(c2C(N)=O)CCC3)c1	-4	2	·

Quoted from the listing:
CCC(Oc1ccccc1)C(=O)N1Cc2cnn(Cc3ccc(F)cc3)c2C1 (stereo not given) in NPYLR7 agonist has 2
O=C(Nc1ccc2c(c1)OCO2)c1sc2ccccc2c1Cl in NPYLR7 agonist has -6
O=C(CN1CN(c2ccccc2)C2(CCN(C(=O)c3cccs3)CC2)C1=O)NC1CCCCC1 in hcGAS inh has 2
CCONC(=O)C1CCCN1c1nc(Cc2ccccc2)ns1 (stereo not given) in NPYLR7 agonist has 2

Additional compounds follow.
Compound	NPYLR7 agonist	hcGAS inh	mcGAS inh
O=C(NCCc1ccccc1)c1ccc(OC2CCN(C(=O)C3CC34CCC4)CC2)cc1 (stereo not given)	11	-13	·
COc1ccc(/C=N\NC(=O)Cn2cnc([N+](=O)[O-])n2)cc1OC	-10	-5	-6
COc1cccc(Cc2nsc(N3CCCC(C(=O)N4CCN(C(c5ccccc5)c5ccccc5)CC4)C3)n2)c1 (stereo not given)	13	-10	-6
CC(NS(=O)(=O)Cc1ccccc1F)c1cccc(Cl)c1 (stereo not given)	-3	-2	·
CNC1(c2nnnn2CCOC(=O)Nc2ccc(Cl)cc2)CCCC1	15	-4	-8
CCn1c(-c2ccccc2)cnc1SCC(=O)N1CCNC1=O	-7	-6	·
Cc1ccc(C2CC(C(=O)Nc3cccc(S(C)(=O)=O)c3)=NO2)cc1 (stereo not given)	-2	-1	-8
CCCOc1ccc(C(C)NC(C)c2nnc(C)o2)cc1OC (stereo not given)	-1	-1	·
COc1cc(CNc2ccc3nnnn3n2)ccn1	-2	6	·
CC(C)c1cccc(C(C)C)c1NC(=O)N1CCc2nc(-c3ccccc3)nc(N(C)C)c2C1	13	-12	-6
CCOC(=O)c1cc(NC(=O)Nc2nccs2)c[nH]1	0	-8	·
CN(CCc1ccccn1)c1ncccc1CNC(=O)c1ccc2c(c1)OCO2	7	-8	·
Cc1ccc(-n2nc(C(=O)NCCc3ccccn3)c(=O)n(Cc3cccc(Cl)c3)c2=O)cc1F	0	-2	-3
CN1CC2(CCN(C(=O)c3ccc4cccnc4c3O)CC2)CC1C(=O)O (stereo not given)	-1	-4	-10
Cc1c(CN(C)C(=O)c2cccc(C#CC(C)(C)O)c2)cnn1C	18	-5	-18
COc1ccc(/C=N\OCC(=O)N=Nc2c(O)[nH]c3ccccc23)cc1	2	-7	-8
CCOc1ccc(/C=C2\C(=O)NC(=S)N(c3ccc(OC)cc3)C2=O)cc1OC	-7	-2	-1
NC(=O)c1nc(-c2ccccc2Cl)nc2c1[nH]c(=O)n2-c1ccccc1F	-3	-6	-5
CCCCCC(=O)Oc1cccc(N2C(=O)c3ccccc3C2=O)c1	3	3	1
COc1ccc(Cc2nc3ccc(C(=O)NC4CCc5ccccc54)cc3o2)cc1OC (stereo not given)	5	-7	-8
Cc1c(C(C)NC2CCSCC2)cnn1-c1cccc(F)c1 (stereo not given)	2	-8	·
Cc1c(/C=C/C(=O)c2ccc(I)cc2)cnn1C	-3	-7	10
COc1ccc(C(=O)N2CCCc3cccc(Cl)c32)cc1OC(F)F	9	-3	-11
COc1cccc(CN(C)C(=O)Nc2cc(Cl)ccc2F)c1	2	-18	·
c1ccc(-c2cc(-c3nnc(SCc4ccc(-c5csnn5)cc4)n3CC3CCCO3)c3ccccc3n2)cc1 (stereo not given)	0	-3	-5
COCCCN(Cc1ccc(C)cc1)Cc1cccn1Cc1ccccc1	·	-6	-5
Cc1cc(O)c(C(c2cccc(F)c2)N2CCN(C)CC2)c(=O)n1Cc1ccccc1 (stereo not given)	5	-11	·
NC(=S)Nc1ccc(Cl)cc1	1	-3	·
COc1ccc(Cl)c2sc(N(CCN(C)C)C(=O)c3cc(C)on3)nc12	6	-4	-5
O=C(O)c1coc(CN(CCc2c[nH]c3ccccc23)Cc2cccc(F)c2)n1	-7	3	2
CC(C)N1C(=O)COCc2cc(-c3cc4ccccc4o3)ccc21	11	-3	·
CCc1nccn1CCCNC1CCSC1 (stereo not given)	·	-9	-12
CC(C)NC(=O)CSCc1nc2ccccc2s1	2	-6	·
Cn1cnc2c1c(=O)n(CCCN1C(=O)C3(CC(=O)N(Cc4ccccc4)C3=O)c3ccccc31)c(=O)n2C (stereo not given)	11	-1	-4
